Screening results deposited in PubChem BioAssay by several laboratories.
TRPML3 agonist: agonists of human TRPML3 channel | Q8TDD5 | HEK293 TRPML3-YFP, Fluo-8 calcium fluorescence; 100% = the carbachol control signal | activation, % at 3 µM | actives 0.29% (n = 220,000) | AID 1448;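 active means activation above its plate's cutoff, the mean activation of the plate's test wells plus 3 SD, cut at about 12% in these data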;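 further: 0% = DMSO only wells and 100% = carbachol wells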
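Material: HEK293 cells stably carrying human TRPML3-YFP; compound dosing: single dose, 3 µM final nominal compound, 0.3% DMSO final; incubation: 1-h 37 °C dye load, 5-s basal, 120-s post-compound reads; technique: Fluo-8 intracellular calcium fluorescence, excitation 470-495 nm, emission 515-575 nm; read-out basis: percent activation from peak-to-basal fluorescence ratio, scaled between DMSO and carbachol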
PPC-1+TRAIL kill: PPC-1 cancer cell killing with TRAIL present | PPC-1 cells + TRAIL, ATPLite viability luminescence | cell killing (% activity), % at 4 µM | actives 0.41% (n = 220,000);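 active means cell killing above 50% in the first pass at 4 µM, then a duplicate retest at 5 µM averaging 50% or more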;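 further: plate controls were cells with TRAIL plus DMSO for no effect and medium-only wells lacking cells for full effect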
NPY Y1 blocker: blocks the human neuropeptide Y Y1 receptor; P25929; AID 1040; HEK293-CNG Y1 cells, membrane potential fluorescence; NPY at EC95, then isoproterenol; actives 1% (n = 200,000); inhibition, % at 3.6 µM;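 active means inhibition above the campaign mean inhibition of all tested compounds plus 3 SD, cut at about 20% in these data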;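 further: 0% = DMSO wells given NPY plus isoproterenol and 100% = isoproterenol alone without NPY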
Target sequence (P25929 whole entry, looked up): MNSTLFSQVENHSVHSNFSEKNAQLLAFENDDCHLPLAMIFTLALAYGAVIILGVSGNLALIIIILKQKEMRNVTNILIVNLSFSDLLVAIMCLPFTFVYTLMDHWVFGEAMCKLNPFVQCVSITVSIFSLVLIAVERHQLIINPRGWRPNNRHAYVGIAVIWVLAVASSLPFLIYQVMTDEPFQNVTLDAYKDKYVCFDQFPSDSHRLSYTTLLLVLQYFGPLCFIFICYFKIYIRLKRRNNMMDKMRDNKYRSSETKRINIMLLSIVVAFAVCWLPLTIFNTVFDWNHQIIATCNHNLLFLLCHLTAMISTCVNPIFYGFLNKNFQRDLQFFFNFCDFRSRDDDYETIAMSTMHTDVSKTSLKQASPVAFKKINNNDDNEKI
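Material: HEK293 cells co-expressing NPY Y1 receptor and cyclic-nucleotide gated channel. Timing: compound incubation 1 h at room temperature, readout 45 min post-stimulation. Signal: fluorescence, membrane potential probe.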
EP2 antag: EP2 receptor (human) inhibition; P43116; C6 glioma cells expressing human EP2, cAMP TR-FRET; cells stimulated with saturating PGE2; inhibition, % at 25 µM; actives 0.52% (n = 260,000);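 active means percent inhibition above 40 after rounding to a whole number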;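 further: rat C6 glioma host cells with rolipram phosphodiesterase inhibitor present; the protocol text gives 20 µM as final concentration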
Target sequence (P43116 whole entry, looked up): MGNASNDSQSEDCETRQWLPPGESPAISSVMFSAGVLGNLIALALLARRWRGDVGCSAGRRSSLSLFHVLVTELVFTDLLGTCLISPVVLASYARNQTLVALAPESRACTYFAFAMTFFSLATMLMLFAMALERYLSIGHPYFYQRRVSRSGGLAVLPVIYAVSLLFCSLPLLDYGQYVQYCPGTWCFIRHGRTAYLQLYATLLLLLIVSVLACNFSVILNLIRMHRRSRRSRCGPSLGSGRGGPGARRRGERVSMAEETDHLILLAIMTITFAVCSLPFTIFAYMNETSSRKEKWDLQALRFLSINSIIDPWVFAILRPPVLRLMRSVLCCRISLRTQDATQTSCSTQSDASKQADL
14-3-3 Bad PPI: disrupts binding of bovine 14-3-3 zeta to phospho-Bad peptide; actives 0.71% (n = 220,000); AID 781; P63103; inhibition, % at 21.7 µM; TR-FRET 14-3-3zeta/Dy647-pBad peptide displacement, 1 h;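 active means inhibition above about 70%, limit read from the data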;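 further: 0% = full 14-3-3 plus peptide FRET controls and 100% = background without 14-3-3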
Target sequence (P63103 whole entry, looked up): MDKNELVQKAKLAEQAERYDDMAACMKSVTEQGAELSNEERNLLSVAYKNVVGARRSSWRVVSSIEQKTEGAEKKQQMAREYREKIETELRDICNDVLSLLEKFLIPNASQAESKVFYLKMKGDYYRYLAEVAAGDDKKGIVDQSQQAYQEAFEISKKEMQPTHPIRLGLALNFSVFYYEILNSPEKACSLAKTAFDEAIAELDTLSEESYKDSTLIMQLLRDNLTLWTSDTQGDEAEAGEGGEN
CHOP inhibitor: CHOP inhibition in unfolded protein response | CHO-K1 CHOP-promoter luciferase, tunicamycin-induced, 15-18 h | inhibition, % at 10 µM | actives 3.8% (n = 220,000);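 active means compounds that reduced the stress-induced luciferase reporter signal by more than about 70% of percent inhibition, limit read from the data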;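 further: 0% = tunicamycin plus vehicle and 100% = wells without tunicamycin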
NPY-Y1 PAM-ag: potentiates or activates human NPY-Y1 receptor. P25929. NPY-Y1 expressing cells, potentiator/agonist activation. activation, % at 3.6 µM. actives 0.37% (n = 220,000). AID 1304; in the data active means activation above about 33%, passing the limit was not always enough;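 further: cells stimulated with NPY at EC10 then isoproterenol at EC100; 0% = low agonist plus stimulus and 100% = saturating agonist plus stimulus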
zfTRPN1 agonist: agonists of zebrafish TRPN1 channel | activation, % at 3 µM | HEK293 zebrafish TRPN1-YFP, Fluo-8 calcium fluorescence; 100% = response to 87 µM carbachol | actives 0.18% (n = 220,000);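 active means activation above its plate's cutoff, the mean activation of test wells on that plate plus 3 SD, cut at about 19% in these data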;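 further: 0% = DMSO alone and 100% = 87 µM carbachol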
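Assay system: Zebrafish TRPN1-YFP in HEK293 cells | Incubation: Dye loading 1 h at 37 °C, then 30 min room temperature | Measured by: Kinetic Fluo-8 fluorescence, ex 470-495, em 515-575 nm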
EP2 mod: modulates human prostaglandin E2 receptor EP2 signaling; induction, % at 25 µM; P43116; EP2-expressing cells, cAMP HTRF FRET, PGE2 co-stimulation; actives 0.83% (n = 260,000); AID 940;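 active means compounds whose cAMP rise, as percent of the full-agonist control response, exceeds 60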;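 further: rat C6 glioma line stably carrying human EP2 under a CMV promoter; the protocol text gives 20 µM as final concentration; 100% = response of wells given 1 µM PGE2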
Numbers without * were called inactive; nt = not tested or not shown; [ ] = remark or other dose.

The opening four records, ahead of the listing:
Results follow in this order: TRPML3 agonist	PPC-1+TRAIL kill	NPY Y1 blocker	EP2 antag	14-3-3 Bad PPI	CHOP inhibitor	NPY-Y1 PAM-ag	zfTRPN1 agonist	EP2 mod
> Cc1ccc(/S(C)=N/S(=O)(=O)c2ccc(C)cc2)cc1 (configuration not stated)
 : 0.1	0.6	0.7	10.8	4.6	13.4	19.8	-1.7	3.6
> COC(=O)C1=C(C)N(CCc2ccc(OC)cc2)C(=O)C1
 : -0.1	0.7	-6.5	9.4	-4.4	-4.2	-2.5	2.2	-13.1
> NC(=O)CSc1nnc(-c2cccs2)n1Cc1ccco1
 : 0.2	0.1	nt	8.7	-10.9	28.7	8.5	2.2	16.1
> O=C(COc1ccccc1[N+](=O)[O-])N/N=C/c1ccc(O)cc1
 : 0.8	33.8	-0.5	2.0	-2.9[fluorescence artefact?]	30.9	12.5	0.4	-29.1

The whole of this part, from the first entry:
Results follow in this order: TRPML3 agonist	PPC-1+TRAIL kill	NPY Y1 blocker	EP2 antag	14-3-3 Bad PPI	CHOP inhibitor	NPY-Y1 PAM-ag	zfTRPN1 agonist	EP2 mod
> Cc1ccc(/S(C)=N/S(=O)(=O)c2ccc(C)cc2)cc1 (configuration not stated)
 : 0.1	0.6	0.7	10.8	4.6	13.4	19.8	-1.7	3.6
> COC(=O)C1=C(C)N(CCc2ccc(OC)cc2)C(=O)C1
 : -0.1	0.7	-6.5	9.4	-4.4	-4.2	-2.5	2.2	-13.1
> NC(=O)CSc1nnc(-c2cccs2)n1Cc1ccco1
 : 0.2	0.1	nt	8.7	-10.9	28.7	8.5	2.2	16.1
> O=C(COc1ccccc1[N+](=O)[O-])N/N=C/c1ccc(O)cc1
 : 0.8	33.8	-0.5	2.0	-2.9[fluorescence artefact?]	30.9	12.5	0.4	-29.1
> CC(=O)c1c(C)[nH]c(C(=O)N2CCCCCC2)c1C
 : 0.8	3.8	7.3	16.2	6.4	15.0	18.7	0.5	1.0
> O=C(c1ccc2c(c1)OCCCO2)c1cccs1
 : -0.1	31.7	3.3	-1.4	-0.3	54.4	-2.0	-1.5	17.4
> CCC(=O)Nc1cccc(C2=NOC3(C2)C[C@@H](C(N)=O)N(C(=O)c2cc([N+](=O)[O-])cc([N+](=O)[O-])c2)C3)c1 (some centres not stated)
 : nt	15.0	nt	16.2	-2.4	8.5	nt	nt	6.6
> CCn1c(=O)c2cc(C(=O)Nc3ccccc3OC)sc2c2ccccc21
 : 0.7	17.7	nt	5.5	2.3	-40.1	-38.8	0.7	34.7
> C=CCNC(=S)NCc1ccccc1OC
 : 1.1	15.3	4.1	4.3	-12.0	-3.6	-7.0	-1.6	18.1
> CCOc1ccc(N2C(=O)CN(O)C=C3N=c4ccccc4=C32)cc1
 : -0.1	21.4	-5.4	1.8	1.6	7.9	27.1	-0.3	-22.7
> Cc1c(C(=O)c2ccc(Cl)cc2Cl)cnc2cc3c(cc12)OCO3
 : -0.6	37.8	8.2	8.9	-14.8	19.0	-31.7	-0.9	-11.9
> Cc1ccc(OCCN2C(=O)C(=O)c3cccc(C)c32)cc1
 : 0.8	nt	2.2	12.0	-0.7	2.7	7.9	0.1	22.0
> CCOC(=O)c1oc2ccccc2c1NC(=O)COC
 : 0.7	6.6	-2.5	4.2	-5.3	24.4	-30.3	0.7	21.7
> COc1ccc(/C=C2\SC(=S)NC2=O)cc1OS(=O)(=O)c1ccc(NC(C)=O)cc1
 : 0.5	-14.3	0.9	9.3	-4.1	15.9	14.5	0.4	-91.2
> COC(=O)C1=C(C)N(c2ccc(OC)c(OC)c2)C(=O)/C1=C\c1cccs1
 : -0.1	8.2	9.0	10.6	-4.2	6.3	-5.3	-0.9	-19.4
> CCOC(=O)c1c(N2C(=O)Nc3ccccc3N2O)sc2c1CCCC2
 : 0.3	-8.5	-0.2	7.0	-15.9	30.0	17.8	-0.4	25.5
> CC(C)c1[nH]nc2c1C(c1cccc(OC(=O)N3CCOCC3)c1)C(C#N)=C(N)O2 (configuration not stated)
 : 0.0	7.8	130.6*	11.6	-14.2	-3.2	-30.5	-0.3	3.6
> Cc1cccc(N2C(=O)CC(c3ccc(F)cc3)C3=C2COC3=O)c1 (configuration not stated)
 : -0.5	4.8	2.3	11.5	-14.6	5.0	4.1	1.4	-7.2
> CCCN1C(=O)c2ccccc2NC1c1cc(OC)c(OC)c(OC)c1 (configuration not stated)
 : 0.1	-2.3	-1.2	nt	0.5	-8.8	11.0	-1.0	19.8
> COC(=O)Cn1c(=NC(=O)CSCC(=O)NC2CCCCC2)sc2cc(OC)ccc21
 : 0.5	-0.1	4.7	13.4	-4.2[fluorescence artefact?]	10.6	17.4	0.6	-10.4
> O=C(c1ccccc1)N1CCN(C2CC(=O)N(CCc3ccccc3)C2=O)CC1 (configuration not stated)
 : -0.1	10.4	1.0	11.4	8.0[fluorescence artefact?]	-5.1	9.1	1.0	-2.0
> CCN(C(=O)C1CCCN1S(=O)(=O)c1cccc2nsnc12)c1ccccc1 (configuration not stated)
 : 1.2	-8.1	nt	2.7	-2.3	3.5	-3.7	0.2	-18.8
> Brc1ccccc1-c1nnc(SCc2nc3ccccc3s2)o1
 : -0.3	18.1	10.8	14.8	-15.5	16.9	-31.9	-1.6	-68.6
> CC(C)CCNC(=O)CN(Cc1cccs1)C(=O)CCC(=O)Nc1nccs1
 : 0.8	15.0	0.9	14.4	-1.8	42.5	-16.9	0.4	-1.4
> Cc1ccc(-n2nnnc2C(=Cc2ccc(N(C)C)cc2)c2nnnn2-c2ccc(C)cc2)cc1
 : -0.6	nt	-2.9	nt	-6.3[fluorescence artefact?]	-4.9	11.3	-0.6	-9.6
> COc1ccccc1NS(=O)(=O)c1ccc(N/N=C/c2ccccc2OCC(=O)O)c([N+](=O)[O-])c1
 : 0.2	13.9	-4.9	22.4	-11.6	16.0	27.4	-1.0	-111.0
> COc1ccc(NC(=O)C2CC2)cc1NS(=O)(=O)c1ccc(F)cc1
 : 1.3	11.2	6.5	5.2	4.0	-13.1	11.8	-0.2	-47.3
> N/C(CN1CCCC1=O)=N\OC(=O)c1ccc(Cl)c(Cl)c1
 : 1.1	8.0	-4.6	6.1	-4.5	-5.0	0.0	0.3	3.3
> CCOc1ccc(C(=O)CCC(=O)O)cc1
 : 0.3	25.0	3.4	6.3	3.5	-1.4	5.8	0.9	17.7
> CCCOc1cccc(-c2cc(C(=O)NNC(=S)NCC)c3ccccc3n2)c1
 : 0.1	37.5	3.6	nt	11.9	56.0	-27.2	-0.5	2.7
> FC(F)(F)c1cccc(Sc2cc(C(F)(F)F)nc(-c3ccccn3)n2)c1
 : -0.2	23.7	8.5	1.2	-9.8	63.5	-11.9	-0.8	-3.3
> Nc1nonc1-n1nnc(C(=O)N/N=C/C=C/c2ccccc2)c1CSC1=NCCS1
 : 1.0	1.9	nt	9.3	-11.2	13.9	2.4	1.3	-5.9
> Cc1c(C)c2cc(Cl)c(OCc3nn[nH]n3)cc2oc1=O
 : 0.3	-2.5	-3.1	14.7	49.8	1.4	-12.7	0.8	51.5
> Cc1ccc(-n2nc3c(c2NC(=O)c2ccc4c(c2)OCO4)CS(=O)C3)cc1 (configuration not stated)
 : 0.2	26.2	8.5	6.7	10.8	18.2	-5.0	0.9	19.9
> CCc1sc(C(=O)NC2CCN(C)CC2)cc1Br
 : 0.0	12.1	8.7	9.9	-2.0[fluorescence artefact?]	-2.6	-24.1	-0.3	5.7
> CC(=O)c1cc(CN2CCCCC2)cc(OC(C)C)c1
 : 0.1	-2.5	4.4	4.8	9.8[fluorescence artefact?]	29.4	14.7	0.1	30.9
> COc1cc2c(cc1OC)C(C)N(C(=O)c1cccs1)CC2 (configuration not stated)
 : 0.9	19.6	0.3	-0.3	-6.5	11.7	12.5	-0.9	-0.8
> C[C@@H]1NC(=O)[C@H](CCCN=C(N)N)NC(=O)c2cc([N+](=O)[O-])cc(I)c2OCC[C@@H](C(=O)NC(CC(=O)O)C(N)=O)NC1=O (some centres not stated)
 : 1.1	4.5	-4.1	nt	41.5[fluorescence artefact?]	-8.0	-14.0	0.3	31.6
> CCNC(=O)c1sccc1-n1cccc1
 : 0.8	9.9	3.0	10.8	6.8	8.7	-4.0	-0.3	6.7
> C=CCSc1ncc(C#N)c(N)n1
 : -0.3	16.4	0.7	7.8	-3.2[fluorescence artefact?]	16.4	11.0	-0.1	8.8
> CCOc1ccc(-c2nc(CCl)cs2)cc1OC
 : 1.9	0.4	-3.0	6.3	-2.2	-78.8	-2.0	-0.2	3.8
> O=C1c2ccccc2-c2c1cccc2C(=O)N1CCCCCC1
 : -1.4	24.8	10.2	12.1	1.1	-1.7	9.0	-2.4	13.0
> CC(C)CN=C(NS(=O)(=O)c1ccccc1)C(Cl)(Cl)Cl
 : 0.1	0.0	-3.8	8.4	4.0	53.9	1.8	-0.2	5.7
> Cc1cccc(-n2c(SCC(=O)Nc3nonc3C)nnc2-c2ccoc2C)c1
 : -1.1	-0.3	6.2	27.6	-2.0[fluorescence artefact?]	4.8	0.8	-0.9	11.8
> c1ccc(-c2cc(N3CCOCC3)nc(-c3ccccc3)n2)cc1
 : 0.1	12.1	-0.6	8.4	6.1	89.4*	-5.5	1.1	39.5
> O=C(CSc1nnc(C2COc3ccccc3O2)o1)N1CCCCC1 (configuration not stated)
 : 0.2	21.9	3.9	5.2	8.9	-40.2	-4.2	1.0	2.7
> O=C(Nc1nccs1)C1CC(=O)N(Cc2ccco2)C1 (configuration not stated)
 : 1.1	8.1	-1.4	4.7	-7.8	15.9	5.4	0.1	8.8
> Cc1cccc2cc(C(c3nnnn3C3CCCC3)N3CCOCC3)c(=O)[nH]c12 (configuration not stated)
 : 0.2	9.7	-5.2	7.2	8.5	-24.3	1.2	0.5	-3.7
> COc1cc([N+](=O)[O-])ccc1NC(=O)COC(=O)c1ccc(NC(N)=O)cc1
 : 0.4	0.1	nt	5.0	42.8	8.4	-13.7	1.8	-1.8
> CCOc1ccc(CN2CCN(Cc3cccn3-c3nccs3)CC2CCO)cc1 (configuration not stated)
 : 0.6	-4.4	nt	2.1	-5.9	10.6	-25.9	-0.8	-11.1
> CCC(C)[C@@H](N)C(=O)N/N=C/c1ccc2ncccc2c1 (some centres not stated)
 : 0.8	1.4	-2.6	6.5	19.5	-4.4	3.5	1.2	-3.5
> CCn1c(C(c2ccccc2)c2ccccc2)n[nH]c1=S
 : -0.9	-5.0	-0.3	9.8	-10.9	9.5	0.8	-2.5	38.7
> O=C1CC(c2ccccc2)C(C(=O)O)N1 (configuration not stated)
 : -0.2	17.4	-2.2	17.7	-0.7	-18.8	-17.5	0.1	14.4

Only part of the results is shown; count on the stated rates, not on these rows.
